PTAP TSG101 blk: blocks PTAP/TSG101 interaction to inhibit HIV-1 budding; Q99816; Fluorescence polarization, FITC-PTAP peptide / Tsg101 binding; Potency, µM (titrated, usually from 115 µM), inactives show at the highest dose activity change, negative = inhibition, hits mostly inhibitors; 340,000 tested, under 10 active; AID 493005; active = well fitted inhibition curve with a large enough effect in the main read-out, with a control signal flat, not every such curve was filed as active; inconclusive = small, poorly fitted or top-dose-only effect, or effect the other way, or a change in a side signal; inactive = no such curve, though single readings can be large or run the other way; also: potency is read from the fitted curve at half-maximal effect; % of control where 0% means no effect
Target sequence (Q99816 whole entry, looked up): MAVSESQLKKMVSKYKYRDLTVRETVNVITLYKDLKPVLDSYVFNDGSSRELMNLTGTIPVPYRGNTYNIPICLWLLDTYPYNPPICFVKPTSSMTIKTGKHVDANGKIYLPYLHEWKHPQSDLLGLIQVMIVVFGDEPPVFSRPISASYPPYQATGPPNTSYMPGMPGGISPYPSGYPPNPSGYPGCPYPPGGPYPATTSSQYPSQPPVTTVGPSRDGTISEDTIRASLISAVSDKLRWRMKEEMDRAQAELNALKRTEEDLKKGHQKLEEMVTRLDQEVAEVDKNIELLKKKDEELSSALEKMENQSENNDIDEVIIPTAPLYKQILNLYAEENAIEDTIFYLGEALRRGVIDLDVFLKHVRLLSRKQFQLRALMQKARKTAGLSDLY
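FP read-out: FITC-PTAP peptide, 50 nM final, binding Tsg101 binding domain, 10 uM final; 20 min, r.t.; 10 mM HEPES pH 7.5, 0.15 M NaCl, 0.01% Tween 20, 3 mM EDTA, 0.1 mM TCEP.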
p53 reactivation: restores transcriptional activity of mutant p53; H1299 p53-A138V BP100-luciferase reporter, luminescence, 24 h; Potency, µM (series often up to 92.2 µM), for the others: at the highest dose activity change, positive = activation, most hits filed as activators; hit rate 0.063% among 320,000; also: potency is read from the fitted curve at half-maximal effect; % of control where 0% means no effect; nearly all actives have a fitted effect of over 45% in size
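H1299 (p53-null), stable ts p53-A138V + BP100-Luc; 1000 cells/well, Opti-MEM/10% FBS; cpd 4 pt, 1:5; 24 h, 37 deg C, 5% CO2; detection reagent 10 min RT; luminescence.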
USP2a block: inhibitors of human ubiquitin-specific protease USP2a; USP2 core, Ub-CHOP2 coupled fluorogenic reporter, 485/531; hit rate 0.01% among 330,000; Potency, µM (titrated, usually from 38.3 µM), for inactives: top-dose activity change, negative = inhibition, hits mostly inhibitors; O75604;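 also: potency is read from the fitted curve at half-maximal effect; plate controls were DMSO wells for no effect and full inhibition by NEM control for full effect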
Target sequence (O75604 whole entry, looked up): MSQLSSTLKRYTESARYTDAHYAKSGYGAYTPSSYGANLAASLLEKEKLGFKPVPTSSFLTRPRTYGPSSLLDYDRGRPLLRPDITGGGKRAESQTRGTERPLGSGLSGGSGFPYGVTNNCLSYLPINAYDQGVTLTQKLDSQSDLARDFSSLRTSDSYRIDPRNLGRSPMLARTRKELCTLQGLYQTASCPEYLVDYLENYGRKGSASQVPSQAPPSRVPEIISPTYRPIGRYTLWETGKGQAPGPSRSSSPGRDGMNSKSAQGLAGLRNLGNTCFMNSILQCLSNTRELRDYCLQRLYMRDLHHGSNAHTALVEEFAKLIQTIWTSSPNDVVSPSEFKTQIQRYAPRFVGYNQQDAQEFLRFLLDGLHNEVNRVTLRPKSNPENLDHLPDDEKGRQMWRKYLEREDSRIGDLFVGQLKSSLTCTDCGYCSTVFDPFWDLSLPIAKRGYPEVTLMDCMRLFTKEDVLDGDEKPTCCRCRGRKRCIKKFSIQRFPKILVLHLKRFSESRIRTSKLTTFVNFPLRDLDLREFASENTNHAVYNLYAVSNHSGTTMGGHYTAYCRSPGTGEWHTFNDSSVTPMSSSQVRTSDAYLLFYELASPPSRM
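Deubiquitinase activity read as fluorescence (485/531 nm) after Ub-CHOP2 cleavage activates the enterokinase reporter on its substrate; USP2 core 10nM, Ub-CHOP2 and substrate 25nM each, 30min compound preincubation then 60min RT; data normalized to NEM, curves fitted.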
TRPV1 ag: agonists of human vanilloid receptor 1 (TRPV1) | Q8NER1 | TRPV1-expressing cells, Fluo-8 calcium influx, agonist mode | activation, % at 8.33 µM | hit rate 0.19% among 320,000 | AID 540275; in the data active = activation above about 80%; inconclusive = between about 30% and that limit; also: 0% is about no effect
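Cells expressing TRPV1 were dye-loaded with Fluo-8 and read kinetically: 10 s baseline, 3 min after compound (agonist portion), then 2 min after EC20 capsaicin (allosteric enhancer portion). Calcium-bound dye fluorescence at 480/520 nm.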
S-ASM inh: blocks human secretory acid sphingomyelinase | P17405 | AID 504937 | Potency, µM (highest dose often 57.5 µM), for inactives: at the highest dose activity change, negative = inhibition, actives largely listed as inhibitors | hit rate 0.006% among 340,000 | placental ASM, HMU-PC fluorogenic substrate, 60 min; also: potency is read from the fitted curve at half-maximal effect
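Human placenta-derived ASM enzyme was preincubated with compound for 10 minutes at room temperature, then given fluorogenic substrate HMU-PC0 (9 uM final) for 60 minutes at 37 °C; a pH 10 stop preceded fluorescence reading at Ex 386/Em 447 nm.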
a7 integrin act: activators of alpha7 integrin expression for muscular dystrophy. alpha7betagal myoblasts, beta-gal FDG fluorescence, 48 h. Potency, µM (titrated, usually from 38.3 µM), without a hit: top-dose activation, actives largely listed as activators. hit rate 0.064% among 350,000. AID 624291;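 also: potency is read from the fitted curve at half-maximal effect; 100% = response of the positive control SU9516; nearly all actives have a fitted effect of over 60% in size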
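Alpha7betagal+/- myoblasts (passage 13) were plated 16-24 hr, then exposed to compounds (1:260 dilution of DMSO stock) for 48 hours at 37C. After MPER lysis, β-galactosidase reporter activity was read as FDG fluorescence (ex 480/em 540) after 30 minutes.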
ELG1 genotox: genotoxicity induction in ELG1-luciferase HEK293T cells. HEK293T ELG1-luciferase reporter, luminescence, 16 h. Potency, µM (doses to about 46 µM), inactives show at the top dose activity change, positive = activation, actives largely listed as activators. hit rate 1.3% among 330,000; also: potency is read from the fitted curve at half-maximal effect; % of control where 0% means no effect; nearly all actives have a fitted effect of over 60% in size
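Step 1: seed 2,000 HEK293T ELG1-luciferase cells per well. Step 2: add compound or DMSO, incubate 16 hr at 37 °C. Step 3: ONE-Glo, 30 min at room temperature, read luminescence.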
B2AR arrestin: recruits beta-arrestin to the human beta2-adrenergic receptor; Potency, µM (highest dose often 46.1 µM), without a hit: at the top dose activation, most hits filed as activators; beta-arrestin recruitment to beta2AR, cell-based reporter; P07550; hit rate 0.02% among 330,000;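 also: potency is read from the fitted curve at half-maximal effect; 0% = DMSO controls and full agonism = EC100 isoproterenol or metaproterenol; nearly all actives have a fitted effect of over 65% in size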
Eya2 phos inh: blocks the phosphatase activity of human Eya2; AID 488837; Potency, µM (top dose mostly 76.9 µM), without a hit: at the highest dose activity, negative = inhibition, most hits filed as inhibitors; recombinant Eya2, OMFP fluorescence dephosphorylation (OMFP is methylfluorescein phosphate); hit rate 0.006% among 330,000; also: potency is read from the fitted curve at half-maximal effect; % is scaled to controls: 0 for no effect and ±100 for the full control effect
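Eya2 protein (added as 0.2 uM solution) was preincubated with compound for 10 min at ambient temperature in 50 mM HEPES pH 7.5, 50 mM NaCl, 5 uM MgCl2, 0.05% BSA, 1 mM DTT. OMFP (added at 50 uM) then reacted 10 min; fluorescence read at 485/525 nm.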
BRCA1 expr act: BRCA1 expression activation; MCF7-BRCA1-FFLuc reporter, luminescence, 48 h; response scale: scaled: vehicle 0%, 10 µM genistein 100%; Potency, µM (titrated, usually from 46.1 µM), without a hit: at the highest dose activation, actives largely listed as activators; hit rate 1.1% among 380,000; also: potency is read from the fitted curve at half-maximal effect; nearly all actives have a fitted effect of over 80% in size; some results filed as inactive show a strong effect at the top dose
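MCF7 cells carrying a BRCA1-firefly luciferase reporter (2000 cells/well, phenol-red free MEM) were attached for 2 h at 37 °C, then given compounds for 48 h. Luminescence was read 15 min after luciferase reagent; activity normalized to genistein (10 microM) and DMSO.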
uPA surface inh: blocks generation of uPA at the cell surface. hit rate 0.31% among 330,000. cell surface uPA generation assay, qHTS. AID 540303. Potency, µM (top dose mostly 38.3 µM), inactives show top-dose activity change, negative = inhibition, actives largely listed as inhibitors; active = well fitted inhibition curve with a large enough effect; inconclusive = small, poorly fitted or top-dose-only effect; inactive = no such curve, though single readings can be large or run the other way; tested in mouse RAW 264.7 cells; also: potency is read from the fitted curve at half-maximal effect; % is scaled to controls: 0 for no effect and ±100 for the full control effect; nearly all actives have a fitted effect of over 55% in size
The depositor's hits bear a star; ? = inconclusive; / = not tested or not shown; [ ] = remark or other dose. Unless noted, calls follow the shape of the dose curve; as a rule, active = well fitted curve in the direction sought with a large enough effect; inconclusive = small, poorly fitted or top-dose-only effect, or another doubt; inactive = no such curve, though single readings can be large; an effect the other way counts as inactive or inconclusive.

SMILES	PTAP TSG101 blk	p53 reactivation	USP2a block	TRPV1 ag	S-ASM inh	a7 integrin act	ELG1 genotox	B2AR arrestin	Eya2 phos inh	BRCA1 expr act	uPA surface inh
CCOC(=O)C1CCN(C(=O)Nc2ccc(Cl)cc2)CC1	-1.6%	12.1%	-0.1%	?	3.5%	-18.1%	7.0%	-0.4%	4.2%	-9.8%	0.5%
O=C(c1ccc(Br)s1)N1CCN(c2ncccn2)CC1	-7.4%	-16.1%	3.3%	14.9	-2.4%	-9.9%	2.2%	-0.1%	3.1%	-5.1%	/
Nc1nonc1-n1nnc(C(=O)N/N=C/C2CC=CCC2)c1CSc1ccccc1 (configuration not stated)	-1.5%	-5.0%	1.6%	8.3	-0.4%	-3.8%	-0.7%	-0.5%	1.7%	-42.9%	2.0%
O=C(CN1CCCCCC1)Nc1ccccc1Oc1ccccc1	-2.1%	5.3%	-3.7%	?	3.7%	0.0%	5.2%	0.2%	-15.9%	0.0%	0.4%
CN1CCC(N(C)C(=O)CCc2nc3ccccc3n2-c2ccccc2)CC1	-3.6%	?	-0.4%	2.6	2.2%	25.4%	-2.3%	0.1%	-2.9%	-15.5%	7.1%
CCCN1CCC(NC(=O)Nc2cc(Cl)ccc2OC)CC1	-1.7%	-5.0%	2.8%	0.9	6.2%	-0.5%	-2.2%	-0.3%	8.6%	-7.7%	-4.2%
C=CCn1c(CNC(=O)c2ccco2)nnc1SCC(=O)Nc1cccc(F)c1	-0.7%	-3.0%	-0.6%	-3.6	-0.9%	8.7%	2.2%	-0.2%	9.7%	-12.2%	-5.9%
O=C(COc1ccccc1)Nc1nc2ccccc2[nH]1	-6.9%	7.7%	2.4%	0.6	10.4%	-7.5%	4.47µM*	-0.3%	3.0%	12.6µM*	-4.8%
COc1cccc(N(C(=O)CNC(=O)c2ccco2)C(C(=O)NC2CCCC2)c2ccncc2)c1 (configuration not stated)	2.2%	-5.7%	-3.9%	-0.7	1.1%	-46.3%[inhibitor]	-4.7%	-0.6%	3.4%	-12.2%	-2.8%
Cc1noc(C)c1S(=O)(=O)Nc1ccccc1Oc1ccccc1	-2.8%	-3.0%	3.3%	1.2	4.3%	4.7%	-2.4%	0.2%	-1.5%	-0.8%	3.1%
C=CCNC(=O)c1ccccc1CCc1ccccc1	-2.5%	-2.3%	-1.8%	10.9	1.3%	?	-5.9%	-0.2%	3.1%	0.0%	-7.6%
COc1ccc(C2c3sc(=O)[nH]c3SCC2C(N)=O)cc1 (configuration not stated)	-2.6%	-6.9%	-1.2%	-0.9	3.3%	20.1%	-3.0%	0.0%	0.0%	-4.7%	-2.4%
Cc1cc(C)c(C#N)c(SCC(=O)OC2CCCCC2)n1	-3.9%	-10.7%	1.8%	2.1	-0.4%	20.0%	11.1%	0.0%	-1.8%	52.2%	0.9%
O=C(Nc1ccccc1)N(O)c1ccc(Cl)cc1	-6.2%	?	4.3%	-2.0	-4.0%	-37.0%	?	-0.3%	-4.2%	18.9%	6.6%
COc1ccc(Cc2nnc(NS(C)(=O)=O)s2)cc1	-9.0%	-3.8%	0.8%	-0.2	0.1%	-4.0%	1.2%	0.1%	-20.7%	2.7%	/
C/C(=N/OC(=O)c1ccc(Cl)cc1Cl)c1oc(C)nc1C	-2.0%	-0.2%	-0.8%	0.6	-8.0%	15.1%	-1.1%	-0.3%	?	-7.5%	8.0%
Cc1cccc2sc(NC(=O)[C@H](C)N3C(=O)C4CC=CCC4C3=O)nc12 (some centres not stated)	-0.7%	0.4%	1.6%	/	-3.8%	0.0%	-3.7%	-0.5%	-0.3%	1.9%	2.1%
C/C(CC(=O)NC1CCCCC1)=N\NC(=O)COc1ccc(C)cc1Br	-3.0%	1.4%	-3.3%	-1.2	6.6%	-7.4%	1.9%	-0.3%	6.5%	0.1%	1.7%
COc1ccc(Cl)cc1NC(=O)CN(C)C(C)C(=O)NCC1CCCCC1 (configuration not stated)	-4.7%	-0.9%	0.6%	16.7	-1.4%	-17.0%	-3.3%	0.1%	10.1%	-21.7%	/
CN(CCO)C1=NS(=O)(=O)c2cc([N+](=O)[O-])ccc21	-5.4%	?	2.7%	5.4	-2.0%	-38.3%	-9.2%	-0.1%	-2.8%	-44.6%	-6.3%
Cc1ccc(C(=O)C(OC(=O)CNC(=O)c2ccc(Cl)cc2)c2ccccc2)cc1 (configuration not stated)	-1.0%	-0.9%	1.0%	?	-1.7%	0.7%	-0.8%	-0.3%	-1.2%	4.6%[1.84 µM]	-1.3%
COc1ccc(CCNC(=O)c2cccc3ccccc23)cc1OC	-4.1%	/	0.4%	-6.7	0.2%	0.0%	-0.7%	0.3%	0.0%	4.3%	4.0%
COc1ccc(NC(=O)c2cc3cc(OC)ccc3oc2=O)cc1	-0.3%	/	/	/	1.3%	-0.9%	/	/	/	5.6%	0.7%
Cc1cc(NC(=O)COC(=O)c2ccccc2S(=O)(=O)N(C)c2ccccc2)no1	1.8%	-3.7%	0.0%	2.8	2.5%	16.2%	-13.8%	-0.4%	-9.7%	16.2%	-2.1%
O=c1cc(-c2ccccc2Cl)oc2cccc(O)c12	0.5%	4.7%	0.5%	10.7	-2.0%	-10.7%	11.8%	-0.9%	-3.7%	15.5%	-6.9%
COCc1cc(C)nc(Oc2ccccc2)c1C#N	-0.8%	-0.4%	-0.1%	-2.4	0.9%	-36.2%	10.5%	-1.3%	-6.6%	-22.0%	-1.1%
CN(CC(=O)Nc1cccc(F)c1)C(=O)c1cccc(S(=O)(=O)N2CC3(C)CC2CC(C)(C)C3)c1 (configuration not stated)	-2.3%	-4.3%	-0.1%	18.8	-13.1%	12.8%	-3.4%	-0.1%	0.8%	-53.7%	-6.2%
Cc1sc2ncnc(N3CCN(c4ncccn4)CC3)c2c1C	-2.9%	-4.7%	-2.0%	25.4	3.6%	43.1%	-13.1%	0.1%	7.4%	-15.9%	2.8%
O=C(Nc1ccc2snnc2c1)Nc1cccc2ccccc12	0.7%	28.6%	-8.3%	?	-25.3%	-26.8%	-0.9%	-0.1%	5.4%	-68.3%	1.8%
COc1ccc(C(=S)N2CCN(c3ccccc3Cl)CC2)cc1OC	0.4%	-3.0%	1.1%	8.5	-4.0%	4.7%	2.8%	-0.4%	-1.1%	-6.3%	7.0%
CC(c1nnc(SCC(=O)Nc2sccc2C#N)n1-c1ccc(Cl)cc1)N(C)C (configuration not stated)	-7.6%	0.7%	-2.0%	-0.6	1.6%	-7.4%	4.0%	0.1%	-1.9%	-1.5%	1.9%
COc1ccc(CCN=C(N)Nc2nc(C)cc(C)n2)cc1	-2.2%	3.7%	8.8%	0.3	0.4%	-31.5%[inhibitor]	-9.0%	0.1%	5.4%	-67.2%	-5.1%
S=C(NCCc1ccccc1)N1CCN(C2CCCCC2)CC1	0.0%	0.8%	-2.8%	2.0	-0.7%	-33.6%	0.1%	0.0%	0.7%	14.7%	2.2%
NS(=O)(=O)c1ccc(CCNC(=O)CSc2ccsc2[N+](=O)[O-])cc1	-4.0%	4.4%	-1.4%	0.8	-0.8%	0.3%	-2.8%	0.4%	0.3%	-5.8%	11.0%
CCn1cc(C(=O)OCC(=O)Nc2c(C)n(C)n(-c3ccccc3)c2=O)c(=O)c2ccc(C)nc21	-1.5%	-4.4%	0.9%	0.2	-4.1%	24.1%	8.8%	0.4%	5.4%	-0.8%[1.84 µM]	2.2%
CC1CC(C)CN(C(=O)COC(=O)c2nccnc2N)C1 (configuration not stated)	-0.8%	-8.3%	1.3%	-1.1	/	-23.0%	2.1%	-3.6%	3.1%	-2.3%	-1.5%
O=C(CCS(=O)(=O)c1ccc(Br)cc1)Nc1ccc2c(c1)OCO2	-0.9%	?	-0.5%	3.5	2.1%	-22.7%	13.4%	-0.6%	2.6%	16.3%	/
COc1ccc(OCCn2c(C)c(/C=N/n3cnnc3)c3ccccc32)cc1	-4.0%	-4.3%	1.5%	6.5	?	-4.6%	0.0%	0.1%	11.4%	-23.3%	-13.9%
O=S(=O)(Nc1cccc2c1ccc1cccn12)c1cccs1	0.0%	14.6%	2.2%	-4.1	-3.0%	17.0%	1.1%	-0.1%	-12.2%	27.0%	2.5%
CC(C)(C)NC(=O)CSc1nc2cccnc2n1C1CCCCC1	-2.3%	/	-1.5%	?	-3.5%	-4.9%	0.1%	0.1%	-9.2%	-6.0%	1.8%

Screening results from PubChem.
